GLS inh: inhibitors of human glutaminase (GLS); O94925; GLS enzymatic activity, qHTS titration; Potency, µM (series often up to 45.5 µM), for the others: at the top dose activity change, negative = inhibition, actives largely listed as inhibitors; actives 0.21% (n = 410,000); AID 624170; note: potency is the fitted concentration of half-maximal effect; % is set by controls: 0 for no effect and ±100 for the full control effect
Target sequence (O94925 whole entry, looked up): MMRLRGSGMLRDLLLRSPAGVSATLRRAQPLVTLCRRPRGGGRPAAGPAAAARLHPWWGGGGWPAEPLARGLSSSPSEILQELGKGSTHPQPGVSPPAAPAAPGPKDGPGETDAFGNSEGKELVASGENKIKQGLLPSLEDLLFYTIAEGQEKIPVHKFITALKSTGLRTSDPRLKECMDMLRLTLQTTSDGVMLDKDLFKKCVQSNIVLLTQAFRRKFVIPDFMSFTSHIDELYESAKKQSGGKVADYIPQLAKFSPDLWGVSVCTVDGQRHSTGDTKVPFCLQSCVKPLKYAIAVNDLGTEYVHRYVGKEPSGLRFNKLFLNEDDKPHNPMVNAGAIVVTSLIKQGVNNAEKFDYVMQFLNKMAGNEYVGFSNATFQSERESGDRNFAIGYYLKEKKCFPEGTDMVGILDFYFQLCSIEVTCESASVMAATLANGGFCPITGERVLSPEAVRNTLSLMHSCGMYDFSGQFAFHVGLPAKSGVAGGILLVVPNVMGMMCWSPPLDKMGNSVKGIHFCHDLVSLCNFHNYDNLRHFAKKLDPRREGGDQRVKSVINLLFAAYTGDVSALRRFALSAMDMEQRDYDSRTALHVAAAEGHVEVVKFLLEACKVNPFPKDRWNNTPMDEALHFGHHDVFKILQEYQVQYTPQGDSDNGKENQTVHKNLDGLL
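Enzyme dispensed in phosphate buffer (45 mM, pH 8.2, 0.02% Tween-20), compounds pinned in, then 1 mM L-glutamine solution and the glutamate oxidase–HRP–Amplex Red mix added; fluorescence read immediately and again after 30 min at room temperature.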
Tb PGK inh: T. brucei PGK inhibition | AID 602233 | PGK/GAPDH coupled, Kinase-Glo luminescence, 60 min | P07378 | actives 0.043% (n = 380,000) | Potency, µM (top dose mostly 57.5 µM), for the others: at the highest dose activity change, negative = inhibition, hits mostly inhibitors; note: potency is the fitted concentration of half-maximal effect; % is set by controls: 0 for no effect and ±100 for the full control effect; nearly all actives have a fitted effect of over 60% in size
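Luminescent ATP detection (Kinase-Glo Plus) follows a 60-minute room-temperature incubation, with wells lacking PGK as controls. Buffer: 100 mM TEA (pH 7.6), 5 mM MgCl2, 0.01% Tween-20. Coupling enzyme GAPDH (100 nM final) supplies unstable 1,3-BPG in-well.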
HP1b binding inh: blocks HP1-beta chromodomain binding to methylated histone tails | AlphaScreen HP1-beta / biotin-H3K9me3 peptide binding | AID 540317 | actives 0.56% (n = 390,000) | Potency, µM (top dose mostly 114 µM), for inactives: top-dose activity change, negative = inhibition, most hits filed as inhibitors; note: potency is the fitted concentration of half-maximal effect; nearly all actives have a fitted effect of over 70% in size; inactives centre near 23
Target sequence (P83916 whole entry, looked up): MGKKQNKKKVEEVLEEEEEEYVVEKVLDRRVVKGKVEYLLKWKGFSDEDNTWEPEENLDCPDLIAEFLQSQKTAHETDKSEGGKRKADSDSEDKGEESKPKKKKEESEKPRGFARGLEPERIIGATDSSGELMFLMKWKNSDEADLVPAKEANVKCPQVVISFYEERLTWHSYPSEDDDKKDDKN
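AlphaScreen: HP1-beta (50 nM) preformed 30 min with biotin-H3(1-18)K9me3 peptide (50 nM) in PBS pH 7.4, 0.01% Tween-20. Compound added for 30 min at RT, then streptavidin donor/nickel chelate acceptor beads (10 ug/mL) for 30 min.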
mIDH1 inhibitor: inhibitors of human mutant IDH1 R132H. Potency, µM (series often up to 76.6 µM), inactives show at the highest dose activity change, negative = inhibition, usual class: inhibitors. IDH1-R132H enzyme, NADPH consumption, diaphorase/resazurin fluorescence. actives 0.093% (n = 390,000). AID 602179. O75874; note: potency is the fitted concentration of half-maximal effect; % is set by controls: 0 for no effect and ±100 for the full control effect; nearly all actives have a fitted effect of over 65% in size
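IDH1-R132H (0.5 ug/mL) preincubated 30 min with compound, then NADPH (0.016 mM) and alpha-KG (2 mM) added; 80 min at RT, pH 7.5. Remaining NADPH coupled via diaphorase/resazurin to fluorescence (540/590 nm); concentration-response curves normalized to no-enzyme control.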
TrxR1 substrate: is turned over as a substrate by rat TrxR1; Potency, µM (top dose mostly 114 µM), for the others: at the highest dose activity change, negative = substrate turnover; O89049; actives 0.01% (n = 390,000); purified TrxR1 substrate turnover, NADPH consumption readout; note: potency is the fitted concentration of half-maximal effect; % is set by controls: 0 for no effect and ±100 for the full control effect; nearly all actives have a fitted effect of over 50% in size
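Rat TrxR1, dispensed at 90 nM, was prereduced with 400 uM NADPH (final) for 5 min at ~22 deg C, then incubated with compound 15 min before 400 uM selenite. A first-read NADPH fluorescence drop versus no-compound background flagged substrates.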
TrxR1 inh: rat TrxR1 inhibition. recombinant rTrxR1, NADPH fluorescence consumption, selenite substrate. actives 1% (n = 390,000). Potency, µM (titrated, usually from 114 µM), inactives show at the top dose activity change, negative = inhibition, usual class: inhibitors; note: potency is the fitted concentration of half-maximal effect; % is set by controls: 0 for no effect and ±100 for the full control effect; nearly all actives have a fitted effect of over 65% in size
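Rat TrxR1 (90 nM in the dispensed reagent) was pre-reduced with 400 uM NADPH for 5 min at room temperature, then incubated with compound for 15 min. After 400 uM selenite was added, NADPH fluorescence (Ex 340/Em 450 nm) was followed for 8 min.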
USP1-UAF1 inh: inhibitors of human USP1/UAF1 deubiquitinase; AID 743255; O94782; Potency, µM (top dose mostly 57.1 µM), for the others: at the top dose activity change, negative = inhibition, actives largely listed as inhibitors; actives 0.23% (n = 390,000); recombinant USP1/UAF1, Ub-Rhodamine cleavage fluorescence; note: potency is the fitted concentration of half-maximal effect; % is set by controls: 0 for no effect and ±100 for the full control effect; nearly all actives have a fitted effect of over 60% in size; inactives centre near -12
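In this screen, compounds sit with the deubiquitinase complex (1nM) for 15 min at room temperature before Ub-Rho is added at 150nM final. Fluorescence rise is then followed for 6 reads every 60 seconds.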
PI4K2A block: PI4K2A (human) kinase inhibition; actives 0.13% (n = 420,000); AID 1346378; Q9BTU6; activity change, negative = inhibition, % at 76.9 µM; purified PI4K2A, ADP-Glo luminescence, 1 h; stronger effect = lower value; in the data active = activity change below about -50%; inconclusive = mostly about -30% to -49%;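 note: -100% = wells without enzyme as full effect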
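In this quantitative HTS, ADP production by PI4K2A was quantified luminescently after 1 h at ambient temperature; 100 microM adenosine served as plate-quality control.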
Pin1 inhibitor: blocks the human prolyl isomerase Pin1; Q13526; Pin1 FP peptide displacement, HiFluor488, 10 min; Potency, µM (doses to about 115 µM), inactives show at the top dose activity, negative = inhibition, most hits filed as inhibitors; actives 0.009% (n = 390,000); active = well fitted inhibition curve with a large enough effect in the polarisation, with a control signal flat, not every such curve was filed as active; inconclusive = small, poorly fitted or top-dose-only effect, or effect the other way, or a change in a side signal; inactive = no such curve, though single readings can be large or run the other way; the % refers to the polarisation; note: potency is the fitted concentration of half-maximal effect; % is set by controls: 0 for no effect and ±100 for the full control effect
Target sequence (Q13526 whole entry, looked up): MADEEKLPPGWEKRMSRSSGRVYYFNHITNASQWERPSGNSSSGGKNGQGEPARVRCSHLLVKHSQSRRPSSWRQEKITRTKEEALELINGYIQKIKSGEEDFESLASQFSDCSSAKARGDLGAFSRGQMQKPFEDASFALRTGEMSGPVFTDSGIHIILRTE
Starred values were filed as active, the others as inactive; i = inactive; ? = inconclusive; . = no result given; [ ] = remark or other dose. Unless noted, calls come from the whole dose curve; as a rule, active = well fitted curve in the direction sought with a large enough effect; inconclusive = small, poorly fitted or top-dose-only effect, or another doubt; inactive = no such curve, though single readings can be large; an effect the other way counts as inactive or inconclusive.

The first 2 records as a preview:
The line under a structure holds: TrxR1 inh	GLS inh	Tb PGK inh	TrxR1 substrate	Pin1 inhibitor	mIDH1 inhibitor	USP1-UAF1 inh	PI4K2A block	HP1b binding inh
CCc1ccc(N2CC(C(=O)OCC(=O)Nc3ccc(C(C)=O)cc3)CC2=O)cc1 (centres undefined)
 : 1%	1%	8%	-6%	6%	-20%	-22%	5	49%[activator]
O=C(NCc1nc(-c2ccc(Cl)cc2)no1)c1ccco1
 : 7%	-4%	0%	-2%	?	5%	-15%	1	-19%

Main list, from the first entry:
The line under a structure holds: TrxR1 inh	GLS inh	Tb PGK inh	TrxR1 substrate	Pin1 inhibitor	mIDH1 inhibitor	USP1-UAF1 inh	PI4K2A block	HP1b binding inh
CCc1ccc(N2CC(C(=O)OCC(=O)Nc3ccc(C(C)=O)cc3)CC2=O)cc1 (centres undefined)
 : 1%	1%	8%	-6%	6%	-20%	-22%	5	49%[activator]
O=C(NCc1nc(-c2ccc(Cl)cc2)no1)c1ccco1
 : 7%	-4%	0%	-2%	?	5%	-15%	1	-19%
CCCOC(=O)c1cccc(NC(=O)c2c(-c3ccccc3Cl)noc2C)c1
 : 12%[57.1 µM]	-9%	-2%	1%[57.1 µM]	0%	-2%	?	2	33%
Cc1ccc2c(c1)N(C(=O)CCC(=O)N1CCCCC1)CCO2
 : 10%[57.1 µM]	1%	-9%	0%[57.1 µM]	2%	14%	-13%	2	31%
O=C(Nc1cccc(-c2cccc(F)c2)c1)C1CCN(C2CCC2)CC1
 : 24%	4%	-4%	-1%	1%	15%	-10%	-6	27%
O=C(O)c1cccnc1C(=O)N1CCc2c([nH]c3ccccc23)C1C(F)(F)F (centres undefined)
 : 12%[57.1 µM]	7%	-9%	0%[57.1 µM]	1%	-1%	-17%	-7	3%
CC(NC(=O)/C(=C/c1ccc(OC(F)F)cc1)c1ccccc1)c1ccccc1 (centres undefined)
 : -5%	5%	-2%	-12%	-3%	2%	-8%	-1	57%[activator]
Clc1ccc(Oc2ccccc2)c2ncccc12
 : 6%	6%	8%	0%	-1%	-7%	-16%	-1	59%[activator]
Cc1ccc(N2CC(NC(=O)CCCc3ccccc3)CC2=O)cc1 (centres undefined)
 : 9%[57.1 µM]	3%	9%	-1%[57.1 µM]	0%	3%	?	-1	29%
CCCC/C(O)=C1\C(=O)CCCC1=NCCc1c(C)[nH]c2ccccc12
 : 3%	-1%	10%	-3%	?	-4%	-13%	1	6%
Cc1ccccc1N(C(=O)Cc1ccsc1)C(C(=O)NC1CCCCC1)c1ccc(F)cc1 (centres undefined)
 : 25%	12%	-13%	6%	-9%	5%	10%	1	4%
C[C@H](CO)N1C[C@H](C)[C@@H](CN(C)C(=O)Nc2ccccc2)Oc2ncc(-c3ccc(C#N)cc3)cc2C1=O
 : .	-4%	i	.	.	2%	?	-7	.
CC1CC(C)CN(C(=O)Cn2c(=O)oc3cc(S(=O)(=O)N4CCCC4)ccc32)C1 (centres undefined)
 : 2%	-1%	-7%	-7%	-7%	4%	-13%	-5	19%
Cc1[nH][nH]c(=O)c1C(c1ccc(-c2ccccc2C(=O)O)o1)c1c(C)[nH][nH]c1=O
 : -24%	?	?	-16%	-11%	-3%	?	0	-1%
CCCNC(=O)c1c(O)c2cccc3c2n(c1=O)CCC3
 : 12%	1%	-2%	1%	1%	-11%	-12%	4	44%[activator]
Cc1ccc(CC(CC(=O)O)C(=O)Nc2ccc(Cl)cc2)cc1 (centres undefined)
 : 14%	-1%	-3%	-3%	-9%	0%	-21%	0	17%
Cc1ccc(C2(C)NC(=O)N(CC(=O)NC3CCCCC3)C2=O)cc1 (centres undefined)
 : 3%[57.1 µM]	-5%	-11%	-1%[57.1 µM]	0%	-4%	-20%	-10	41%[activator]
Cc1ccccc1Cn1c(=O)n(CC2CCC(C(=O)N3CCOCC3)CC2)c(=O)c2sccc21 (centres undefined)
 : 22%[57.1 µM]	3%	i	6%[57.1 µM]	10%	-7%	2%	1	30%
CCc1ccc(C(O)(CNCc2ccccc2)c2ccccc2)cc1 (centres undefined)
 : 38%[activator]	-1%	.	4%	-5%	6%	-1%	0	66%[activator]
O=C(CSc1nc(=O)n(CCCN2CCOCC2)c2c1CCCC2)Nc1ccc(Cl)cc1
 : 4%	2%	-3%	-1%	5%	-2%	-14%	6	0%
COc1ccc(-c2nnn(CC(=O)N(Cc3ccco3)C(C(=O)NCC3CCCO3)c3ccco3)n2)cc1 (centres undefined)
 : -21%	-15%	-14%	4%	?	-1%	-10%	-4	-12%
COc1cc(S(=O)(=O)NCCc2c(C)[nH]c3ccccc23)c(C)cc1C
 : 4%	1%	-2%	-13%	3%	-3%	-31%	1	?
CC(C)(C)OC(=O)N1CCC(c2nnc(SCc3ccccc3Cl)o2)CC1
 : 9%	-11%	i	9%[11.4 µM]	-4%	14%	-14%	3	41%[activator]
CCC1CCCCN1C(=O)Cn1c(=O)n(CCCCCC(=O)NCc2ccccc2Cl)c(=O)c2sccc21 (centres undefined)
 : 1%	-9%	-7%	-9%	22%	-17%	-16%	5	11%
O=C(NCC1CCCCC1)c1cc(S(=O)(=O)N2CCCCC2)ccc1N1CCOCC1
 : 16%	0%	-1%	-2%	-2%	0%	-15%	-4	25%
COc1cccc(C2C=C(c3ccc(C)cc3)Nc3c(C(=O)Nc4ccc(F)cc4)cnn32)c1OC (centres undefined)
 : 21%	13%	3%	-9%	-1%	10%	-6%	0	-11%
O=C(COC(=O)c1c(Cl)cccc1Cl)NCC1CCCO1 (centres undefined)
 : 8%	9%	1%	0%	1%	-7%	-13%	-1	28%
COc1ccc(C2/C(=C(\O)c3ccc4c(c3)CC(C)O4)C(=O)C(=O)N2Cc2cccnc2)c(OC)c1 (centres undefined)
 : -4%	3%	-10%	-3%	-9%	-3%	-20%	-4	13%
Cc1nn(C(C)C(=O)N2CCc3ccccc32)c(C)c1[N+](=O)[O-] (centres undefined)
 : 14%	13%	.	7%	-3%	0%	2%	8	21%
CCOc1cc(/C=C2/C(=N)N3OC(C)=CC3=NC2=O)ccc1OC(=O)c1ccco1
 : -24%	3%	0%	-5%	57%[activator]	5%	?	12	56%[activator]
Cc1ccc(S(=O)(=O)Nc2cccc(C(=O)NCc3ccc(S(N)(=O)=O)cc3)c2)cc1
 : 19%	2%	-5%	5%	-4%	2%	-23%	-2	27%
O=c1cc2nc(-c3ccccc3)nc(SCc3cccc(Br)c3)n2[nH]1
 : 22%[57.1 µM]	0%	-10%	5%[57.1 µM]	2%	-11%	-17%	-7	29%
COc1ccc(-c2nnnn2-c2ccc(F)cc2F)cc1
 : 5%	5%	17%	3%	5%	-4%	-14%	1	51%[activator]
CCS(=O)(=O)N1CCCC(C(=O)NCCN(C)Cc2ccccc2)C1 (centres undefined)
 : 11%[57.1 µM]	1%	-5%	5%[57.1 µM]	-4%	1%	-12%	-1	23%
CCN(C(=O)CCS(=O)(=O)c1cc2c(cc1Cl)NC(=O)CO2)c1ccccc1
 : 12%	-2%	-2%	10%[57.1 µM]	1%	11%	1%	2	36%
Cc1ccc2c(c1)c1c3n2CCN(CCC(=O)O)C3CCC1 (centres undefined)
 : 7%[57.1 µM]	-21%	i	-3%[57.1 µM]	2%	7%	?	-3	27%
CN(C)N1C(N)=C(C#N)C(c2ccsc2)C2=C1CC(C)(C)CC2=O (centres undefined)
 : -18%	13%	3%	-9%	-3%	5%	-13%	-2	8%
O=C(N/N=C/c1ccc(O)cc1O)C(=O)N/N=C/c1ccc(O)cc1O
 : 6%	?	-10%	-2%	?	-3%	-23%	3	-7%
Cc1ccc(S(=O)(=O)N(C)C)cc1NC(=S)NC(=O)C12CC3CC(CC(C3)C1)C2
 : ?	14%	3%	-8%	0%	-1%	-3%	-8	?
CCc1ccc(N2C(=O)CSC23C(=O)N(Cc2cccc(OC)c2)c2ccccc23)cc1 (centres undefined)
 : 33%	-9%	-3%	3%	0%	15%	-16%	-8	7%
CCC1(c2ccc(Cl)cc2)NC(=O)N(CC(=O)NC2(C#N)CCCCC2)C1=O (centres undefined)
 : 27%	-1%	-7%	5%	5%	-17%	-6%	-5	9%
Cc1cccc(-n2cnc(C(=O)O)c2)n1
 : 5%[57.1 µM]	1%	-1%	2%[57.1 µM]	-17%	0%	-10%	0	-17%
CCOc1ccc(CCNC(=O)COC(=O)c2cccs2)cc1OCC
 : 9%	0%	-5%	-5%	5%	-5%	-1%	-2	14%
CCCN1C(=O)C(NC(=O)c2ccncc2)(C(F)(F)F)C2=C1CC(C)(C)CC2=O (centres undefined)
 : 7%[57.1 µM]	-4%	5%	4%[57.1 µM]	9%	-1%	-6%	-2	10%
CN(C)S(=O)(=O)N(CC(=O)NCCSCc1ccccc1Cl)c1ccccc1
 : 10%[57.1 µM]	-10%	-14%	-6%[57.1 µM]	-6%	32%[activator]	-6%	3	0%
Cc1nn(C(=O)c2nn(C)cc2[N+](=O)[O-])c(C)c1Cl
 : 6%	-7%	-10%	-5%	-1%	-7%	-16%	2	35%[activator]
CCCCc1c(O)c2ccccc2n(CCCC)c1=O
 : 9%	-10%	-7%	58%	-2%	9%	-18%	2	39%[activator]

This is a subset, so the mix of outcomes need not match the whole.
